From PubChem BioAssay
Gal4-VP16 FLuc – Gal4-VP16 reporter inhibition counter-screen; Drosophila S2 Gal4-VP16 UAS-luciferase, luminescence, 20 h; Potency, µM (top dose mostly 53.6 µM), inactives show at the top dose activity, negative = inhibition, hits mostly inhibitors; 310,000 tested, 3.5% active;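 note: Gal4-VP16 expression switched on by copper sulfate through the metallothionein promoter; potency is the fitted concentration of half-maximal effect; % is set by controls: 0 for no effect and ±100 for the full control effect; nearly all actives have a fitted effect of over 50% in size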
PKM2 activator – activators of human pyruvate kinase M2; 260,000 tested, 0.34% active; P14618; AID 1631; purified PKM2, Kinase-Glo ATP luminescence, activation; response scale: 0% is enzyme alone, no compound; Potency, µM (series often up to 57.5 µM), inactives show at the highest dose activation, usual class: activators; note: potency is the fitted concentration of half-maximal effect; % is set by controls: 0 for no effect and ±100 for the full control effect; nearly all actives have a fitted effect of over 55% in size
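Purified hPK-M2 (>95%) run at intermediate activity with 0.1 mM ADP and 0.5 mM PEP in 50 mM imidazole pH 7.2, KCl, MgCl2; 1 h room temperature. ATP formed read by Kinase-Glo luminescence; normalized to uninhibited and no-enzyme controls.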
Menin MLL FP TR – inhibitors of human menin-MLL interaction, mutant MLL peptide. O00255. Menin + Texas Red MLL mutant peptide, fluorescence polarization. Potency, µM (highest dose often 61.6 µM), without a hit: at the top dose FP activity change, negative = inhibition, actives largely listed as inhibitors. 270,000 tested, 0.23% active; active = well fitted inhibition curve with a large enough effect in the polarisation, with a control signal flat, not every such curve was filed as active; inconclusive = small, poorly fitted or top-dose-only effect, or effect the other way, or a change in a side signal; inactive = no such curve, though single readings can be large or run the other way; the % refers to the polarisation; note: potency is the fitted concentration of half-maximal effect; % of control where 0% means no effect; many of its hits are not listed in these tables
ELG1 repair inh – ELG1-dependent DNA repair inhibition; HEK293T ELG1-luciferase reporter, luminescence, 16 h; DNA damage induced by 5-fluorouridine; 330,000 tested, 2.3% active; Potency, µM (titrated, usually from 46.1 µM), without a hit: at the top dose activity change, negative = inhibition, hits mostly inhibitors; note: potency is the fitted concentration of half-maximal effect; % is set by controls: 0 for no effect and ±100 for the full control effect; nearly all actives have a fitted effect of over 55% in size
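5-Fluorouridine DNA damage + compound/DMSO, 2,000 cells/well, 16 h, 37 °C/5% CO2. ONE-Glo, 30 min RT, luminescence. Readout = decrease in reporter signal.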
Rab9 prom act – activates the Rab9 promoter; Huh7 Rab9 promoter-luciferase reporter, luminescence, 24 h; Potency, µM (series often up to 9.22 µM), without a hit: at the top dose activation, negative = inhibition, usual class: activators; 320,000 tested, 2.8% active; AID 485297; note: potency is the fitted concentration of half-maximal effect; % of control where 0% means no effect; nearly all actives have a fitted effect of over 60% in size
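Luciferase signal after 10 min detection reagent at ambient indicates Rab9 promoter upregulation; stably transfected Huh7 cells were treated 24 h with compound in DMSO at 37 °C, 5% CO2.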
Mito fusion act – inhibitors of mitochondrial division or activators of mitochondrial fusion. 320,000 tested, 0.23% active. S. cerevisiae fusion-defective mutant growth rescue, CellTiterGlo 48 h. Potency, µM (highest dose often 46.1 µM), without a hit: top-dose growth rescue (activation), hits mostly activators;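 note: potency is the fitted concentration of half-maximal effect; % of control where 0% means no effect; nearly all actives have a fitted effect of over 45% in size; temperature-sensitive fusion mutants such as fzo1-1 at 37 °C on non-fermentable ethanol glycerol medium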
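Temperature-sensitive fusion-defective S. cerevisiae (e.g. fzo1-1, mgm1-5) were grown with compound in YPEG medium (3% ethanol, 3% glycerol) for 48 hours at 37C. Growth rescue was measured as viability by CellTiterGlo luminescence after 10 minutes at ambient.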
RORg inh – inhibitors of mouse ROR gamma transcriptional activity. 310,000 tested, 5.4% active. Drosophila S2 Gal4-RORgamma UAS-luciferase reporter, 20 h. AID 2551. Potency, µM (doses to about 53.6 µM), for inactives: at the top dose activity change, negative = inhibition, hits mostly inhibitors; note: potency is the fitted concentration of half-maximal effect; % is set by controls: 0 for no effect and ±100 for the full control effect; nearly all actives have a fitted effect of over 60% in size
Target sequence (P51450 whole entry, looked up, the tested form may be a part): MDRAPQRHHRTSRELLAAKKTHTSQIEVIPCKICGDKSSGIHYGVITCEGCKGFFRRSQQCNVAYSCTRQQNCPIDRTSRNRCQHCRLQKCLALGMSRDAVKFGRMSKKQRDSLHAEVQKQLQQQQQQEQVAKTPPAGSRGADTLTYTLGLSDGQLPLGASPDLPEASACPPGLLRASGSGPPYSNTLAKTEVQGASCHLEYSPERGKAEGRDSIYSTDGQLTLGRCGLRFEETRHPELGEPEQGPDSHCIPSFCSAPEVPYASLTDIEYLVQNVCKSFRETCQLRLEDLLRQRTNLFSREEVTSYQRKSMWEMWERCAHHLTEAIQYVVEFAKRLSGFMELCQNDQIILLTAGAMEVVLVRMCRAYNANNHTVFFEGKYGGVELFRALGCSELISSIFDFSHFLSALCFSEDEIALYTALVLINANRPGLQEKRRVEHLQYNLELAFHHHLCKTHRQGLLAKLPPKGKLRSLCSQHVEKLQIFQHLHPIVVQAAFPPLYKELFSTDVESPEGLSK
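Drosophila Schneider cells stably carrying a metallothionein-driven Gal4 DBD–ROR gamma fusion and a UAS-Photinus luciferase reporter were exposed to compound for 1 hr, then induced with copper sulfate (700 uM final) for 20 hr at ambient temperature before luminescence reading.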
FLuc modulator – inhibits or activates purified firefly luciferase, miR-21 counter-screen; P08659; purified FLuc, Km substrates, luminescence inhibition; Potency, µM (top dose mostly 57.5 µM), inactives show top-dose activity change, negative = inhibition, usual class: inhibitors; 360,000 tested, 6.9% active; AID 588342;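 note: potency is the fitted concentration of half-maximal effect; plate controls were vehicle for no effect and reference inhibitor for full effect; nearly all actives have a fitted effect of over 55% in size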
Target sequence (P08659 whole entry, looked up): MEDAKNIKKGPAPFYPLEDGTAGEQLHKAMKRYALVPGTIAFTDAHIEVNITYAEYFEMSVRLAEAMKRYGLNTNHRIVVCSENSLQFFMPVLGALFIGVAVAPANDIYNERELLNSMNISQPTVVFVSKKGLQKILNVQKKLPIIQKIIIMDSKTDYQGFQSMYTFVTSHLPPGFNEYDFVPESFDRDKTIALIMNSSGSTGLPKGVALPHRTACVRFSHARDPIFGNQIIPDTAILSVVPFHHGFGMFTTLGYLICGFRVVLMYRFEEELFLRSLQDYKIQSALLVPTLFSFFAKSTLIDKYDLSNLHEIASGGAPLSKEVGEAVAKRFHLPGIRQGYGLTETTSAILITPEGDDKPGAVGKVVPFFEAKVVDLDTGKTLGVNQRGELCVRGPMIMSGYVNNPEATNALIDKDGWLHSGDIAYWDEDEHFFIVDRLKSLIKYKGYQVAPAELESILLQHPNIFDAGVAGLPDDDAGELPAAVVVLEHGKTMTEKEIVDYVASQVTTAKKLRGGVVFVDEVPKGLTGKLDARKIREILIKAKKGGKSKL
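Purified P. pyralis luciferase, 10 nM final, with Km-level 10 uM D-luciferin and 10 uM ATP in 50 mM Tris acetate pH 7.5, 10 mM Mg acetate, 0.01% Tween-20, 0.05% BSA; 6-point qHTS titration about 60 µM downward; luminescence read.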
KCNH2 3.1 inh – inhibitors of human KCNH2 3.1 potassium channel isoform; U2OS KCNH2 3.1, thallium flux FluxOr; hits give low values; AID 720553; activity change, % (tested at about 1.8 µM); 340,000 tested, 0.95% active;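 active = maximum activity change below -70%; inconclusive = maximum activity change from -70% to -50%; inactive = maximum activity change above -50%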;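 note: thallium influx rate constant from kinetic fluorescence after stimulation buffer; % is set by controls: 0 for no effect and ±100 for the full control effect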
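FluxOr-based Tl+ influx in U2OS cells transduced with KCNH2 3.1 virus; rate constants normalized to DMSO controls.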
NPC1 promoter act – NPC1 promoter activation; Potency, µM (doses to about 9.22 µM), without a hit: at the highest dose activation, hits mostly activators; 320,000 tested, 2.4% active; Huh7 NPC1 promoter luciferase reporter, 24 h; AID 485313;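 note: potency is the fitted concentration of half-maximal effect; % of control where 0% means no effect; nearly all actives have a fitted effect of over 60% in size; reporter is driven by a mutant NPC1 promoter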
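Huh7 cells stably carrying NPC1 promoter–luciferase, plated in Opti-MEM with 10% FBS for 2 h, were exposed to compound in DMSO for 24 h at 37 °C; luciferase reagent was added for 10 min and luminescence read.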
MBNL1-CUG inh – blocks human MBNL1 binding to CUG repeat RNA | Potency, µM (titrated, usually from 57.5 µM), without a hit: at the highest dose activity change, negative = inhibition, usual class: inhibitors | 280,000 tested, 0.036% active | Q9NR56 | TR-FRET MBNL1-His/biotin-(CUG)12 binding, 665/545 ratio; active = well fitted inhibition curve with a large enough effect in the signal ratio, with a control signal flat, not every such curve was filed as active; inconclusive = small, poorly fitted or top-dose-only effect, or effect the other way, or a change in a side signal; inactive = no such curve, though single readings can be large or run the other way; the % refers to the signal ratio; note: potency is the fitted concentration of half-maximal effect; % is set by controls: 0 for no effect and ±100 for the full control effect
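Compounds (final 92 nM to 58 uM) are added to His-tagged MBNL1 and biotin-(CUG)12, then terbium anti-His antibody and streptavidin-XL665 (5 nM final). After 60 min at room temperature, the 665/545 nm ratio is read.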
Starred values were filed as active, the others as inactive; ? = inconclusive; nt = no result given; & = joins results of further samples; [ ] = remark or other dose. Unless noted, calls come from the whole dose curve; as a rule, active = well fitted curve in the direction sought with a large enough effect; inconclusive = small, poorly fitted or top-dose-only effect, or another doubt; inactive = no such curve, though single readings can be large; an effect the other way counts as inactive or inconclusive. Some of the compounds tested. The share of hits here may be higher or lower than overall.

SMILES	Gal4-VP16 FLuc	PKM2 activator	Menin MLL FP TR	ELG1 repair inh	Rab9 prom act	Mito fusion act	RORg inh	FLuc modulator	KCNH2 3.1 inh	NPC1 promoter act	MBNL1-CUG inh
CC1(C)NC(=O)N(CC(=O)OCC(=O)Nc2cc(S(=O)(=O)N3CCCCC3)ccc2Cl)C1=O	3%	-5%	11%	2%	-1%	5%	18%	2%	4	-1%	8%
Nc1cc(=O)[nH]c(SCC(=O)N2N=C(c3ccc4ccccc4c3)CC2c2ccccc2)n1 (stereo not given)	0%	2%	nt	-15%	0%	-2%	9%	3%	-14	2%	14%
Cc1nc(-c2ccc(Cl)cc2)sc1C1(C)CC(c2ccc(OC(F)(F)F)cc2)=NO1 (stereo not given)	2%	-1%	nt	?	0%	2%	4%	?	-36	-3%	9%
CC(C)CC(=O)Nc1ccccc1N1CCCC1	12%	2%	0%	7%	-5%	1%	2%	3%	-1	0%	-5%
CC(=O)Nc1ccc(S(=O)(=O)Nc2nnc(C3CCCCC3)s2)cc1	1%	-2%	9%	15%	15%	-3%	-15%	4%	-28	2%	-7%
Cc1cc(NC(=O)c2ccc3c(c2)OCCO3)ccc1NC(=O)c1ccco1	4%	7%	?	?	?	-12%	3%	0.76µM*	0	?	-4%
COc1ccc(CN(C)C(=O)c2ccc(NS(=O)(=O)c3ccc4[nH]c(=O)[nH]c4c3)cc2)c(OC)c1	-13%	nt	nt	3%	-4%	1%	14%	2%	-2	-4%	-7%
CCN(CC)CCCC(C)NC1=NCCCCC1 (stereo not given)	12%	-2%	1%	0%	-3%	-1%	11%	-1%	-1	0%	6%
O=C(NCC1CCOCC1)C1CCC(=O)N(Cc2cccc(C(F)(F)F)c2)C1 (stereo not given)	3%	nt	nt	?	-1%	-7%	1%	-1%	-15	-5%	-5%
O=C(Nc1ccccc1)c1ccc(NC(=O)c2cccs2)cc1	-6%	1%	nt	0%	0%	-2%	-2%	0%	-21	-1%	-1%
CCOC(=O)C1CCCN(c2c(NCCN3CCCCC3CC)c(=O)c2=O)C1 (stereo not given)	5%	2%	3%	9%	-5%	-1%	-22%	0%	-11	1%	-21%
Cc1ccc(C(=O)OCc2cn3ccccc3n2)cc1	nt	3%	-15%	15%	4%	-4%	3%[0.365 µM]	?	4	1%	2%
CCN(c1ccccc1)S(=O)(=O)c1cccc(C(=O)NCC(c2cccs2)N2CCOCC2)c1 (stereo not given)	nt	nt	nt	-15%	1%	10%	nt	2%	5	-1%	nt
O=C(Nc1cccnc1)c1ccc2ccccc2c1O	-18%	-27%	19%	?	2µM*	-10%	-30%	2.1µM*	-20	2.5µM*	5%
Cn1c(N)c(C(=O)COC(=O)CCCN2C(=O)c3ccccc3C2=O)c(=O)n(C)c1=O	0%	1%	2%	7%	6%	-3%	38%	-2%	-6	6%	11%

Retrieved one by one from above:
SMILES	Gal4-VP16 FLuc	PKM2 activator	Menin MLL FP TR	ELG1 repair inh	Rab9 prom act	Mito fusion act	RORg inh	FLuc modulator	KCNH2 3.1 inh	NPC1 promoter act	MBNL1-CUG inh
COc1ccc(CN(C)C(=O)c2ccc(NS(=O)(=O)c3ccc4[nH]c(=O)[nH]c4c3)cc2)c(OC)c1	-13%	nt	nt	3%	-4%	1%	14%	2%	-2	-4%	-7%
O=C(NCC1CCOCC1)C1CCC(=O)N(Cc2cccc(C(F)(F)F)c2)C1 (stereo not given)	3%	nt	nt	?	-1%	-7%	1%	-1%	-15	-5%	-5%
CC1(C)NC(=O)N(CC(=O)OCC(=O)Nc2cc(S(=O)(=O)N3CCCCC3)ccc2Cl)C1=O	3%	-5%	11%	2%	-1%	5%	18%	2%	4	-1%	8%
O=C(Nc1ccccc1)c1ccc(NC(=O)c2cccs2)cc1	-6%	1%	nt	0%	0%	-2%	-2%	0%	-21	-1%	-1%
CCN(c1ccccc1)S(=O)(=O)c1cccc(C(=O)NCC(c2cccs2)N2CCOCC2)c1 (stereo not given)	nt	nt	nt	-15%	1%	10%	nt	2%	5	-1%	nt

The listing continues:
SMILES	Gal4-VP16 FLuc	PKM2 activator	Menin MLL FP TR	ELG1 repair inh	Rab9 prom act	Mito fusion act	RORg inh	FLuc modulator	KCNH2 3.1 inh	NPC1 promoter act	MBNL1-CUG inh
COc1ccc(/C=C/C(=O)Oc2ccc(/C=N/NC(=O)c3ccccc3)cc2)cc1OC	3%	-3%	15%	?	19%	-2%	-31%	-1%	3	1%	-8%
COc1ccc(C2NC(=S)NC3=C2CCCC3=C2SCCS2)cc1 (stereo not given)	?	nt	-13%	?	16%	-4%	10µM*	-13%	-2	-3%	55%[activator]
CCc1ccc(-c2cc(C(F)(F)F)n3nc(C(=O)Nc4c(C)nn(Cc5ccc(F)cc5)c4C)cc3n2)s1	-18%	0%	0%	?	-1%	-5%	2%	-1%	nt	-5%	7%
O=C(CN1CCCc2ccccc21)Nc1cccc(S(=O)(=O)N2CCOCC2)c1	nt	nt	nt	0%	-5%	9%	nt	2%	1	-8%	nt
COCC(C)OC(=O)c1c(N)n(CC(C)C)c2nc3ccccc3nc12 (stereo not given)	-14%	-7%	-7%	3.7µM*	1%	0%	14%	-1%	6	2%	27%
CCN(Cc1ccccc1)C(=O)c1ccc(C(=O)N(CC)Cc2ccccc2)cc1	-22%	-12%	-22%	-3%	-7%	-5%	?	8%	2	-11%	5%
CCCCNC(=O)Nc1ccccc1CC	-2%	-2%	8%	-8%	0%	12%	6%	5%	0	2%	-6%
O=C1OC(c2cccs2)=N/C1=C\c1ccc(-c2ccccc2Cl)o1	0%	-5%	12%	-5%	-6%	-2%	-16%	-1%	-2	-1%	12%
COc1ccc(S(=O)(=O)N2CCCOC2CNC(=O)C(=O)NCc2ccccn2)cc1 (stereo not given)	-11%	1%	-11%	8%	8%	-1%	-38%	4%	0	-3%	4%
CC(=O)Nc1ccccc1C(=O)C(=O)Nc1cccc(C(=O)NCC2CCCO2)c1 (stereo not given)	0%	-11%	11%	8%	?	12%	8%	-5%	-3	8%	1%
COc1cc(/C=C/C(=O)Nc2nnc(CC(C)(C)C)s2)cc(OC)c1OC	?	-7%	-9%	28%	3%	-5%	0%	-11%	-14	-3%	-2%
O=C(NCCC1CCCCN1S(=O)(=O)c1ccc(F)cc1)C(=O)Nc1ccccc1 (stereo not given)	nt	nt	nt	-1%	0%	16%	nt	2%	3	1%	nt
CCOC(=O)N1CCN(C(=O)C2CCN(C(=O)c3ccc([N+](=O)[O-])cc3)CC2)CC1	1%	-3%	-14%	9%	-3%	2%	6%	16%	6	-5%	?
Cc1ccc2nc(C)c3c(c2c1)SCC3	-1%	2%	nt	14%	-2%	-3%	-39%	-3%	7	-3%	14%
Cn1cc(S(=O)(=O)Nc2cccc3ccccc23)c(=O)n(C)c1=O	-8%	7%	12%	10%	9%	2%	-12%	-1%	nt	1%	5%
CC(NC(=O)COC(=O)CSc1ccc(F)cc1)c1ccc(F)cc1 (stereo not given)	nt	nt	nt	19%	-4%	-5%	nt	3%	-8	0%	nt
Cc1cc(C)cc(C(=O)Oc2coc(CSc3nnc(NC(=O)C4CC4)s3)cc2=O)c1	-21%	0%	1%	-11%	0%	0%	?	7%	4	-2%	2%
CCN(CC)N=Nc1ccc(S(=O)(=O)Nc2nc(C)cc(C)n2)cc1	-6%&5%	-5%[11.5 µM]	-7%&-9%	-24%&15%	-2%&-18%	7%&0%	1%&-27%	1%&2%	-1&9	0%&2%	-10%&2%
CCOC(=O)c1cc(-c2cccs2)nn1CCC#N	-25%	2%	3%	10%	5%	4%	-5%	4%	6	-1%	-1%
